# Screening data deposited in PubChem by ICCB-Longwood Screening Facility, Harvard Medical School.
# Polio RdRp inh – poliovirus RNA polymerase inhibition; % elongation, % (compound at 16.7 µg/mL); poliovirus polymerase elongation, fluorescence polarization; active compounds read low; 150,000 tested, 0.66% active; P03300; in the data active = % elongation below about 90%; also: some results filed as inactive read as strong as hits
# Target sequence (P03300 1749-2209 limits assumed): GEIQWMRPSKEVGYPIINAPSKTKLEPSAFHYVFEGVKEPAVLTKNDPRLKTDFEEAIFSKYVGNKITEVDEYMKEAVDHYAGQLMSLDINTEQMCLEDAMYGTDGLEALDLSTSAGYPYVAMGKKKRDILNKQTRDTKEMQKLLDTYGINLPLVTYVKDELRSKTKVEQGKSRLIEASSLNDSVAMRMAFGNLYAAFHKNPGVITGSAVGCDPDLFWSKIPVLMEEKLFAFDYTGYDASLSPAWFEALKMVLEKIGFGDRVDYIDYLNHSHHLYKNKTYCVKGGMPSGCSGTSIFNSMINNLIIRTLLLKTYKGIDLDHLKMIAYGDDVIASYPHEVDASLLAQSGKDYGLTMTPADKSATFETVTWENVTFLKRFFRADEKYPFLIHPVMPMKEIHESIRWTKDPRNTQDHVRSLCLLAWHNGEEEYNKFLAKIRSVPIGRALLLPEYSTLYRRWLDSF
# Polio RdRp inh FP z-score – further read-out of Polio RdRp inh, marked with its call; z-score; measured here: FP z-score; hits read low
# * = called active by the depositor. Only part of the results is shown; rates above refer to the full screens.
SMILES	Polio RdRp inh	Polio RdRp inh FP z-score
CCCn1c(=O)c(C(=O)Nc2nccs2)c(O)c2ccccc21	99.0	-1.2
CC(C(=O)Nc1ccc(Cl)cc1)N(C)Cc1cccs1 (stereo not drawn)	97.0	-0.8
O=C(c1cnn(-c2ccccc2)c1-n1cccc1)N1CCC(C(=O)N2CCc3ccccc32)CC1	101.0	-0.4
CCCC(O)(CCC)C(=O)NN1CCCCC1	102.0	0
COC(=O)c1ccc2ccn(CC(N)=O)c2c1	100.0	-0.3
O=C(COc1ccc(F)cc1)OCc1cc(=O)n2nc(C3CCCCC3)sc2n1	110.0	0.7
OCCNc1ccc(C(F)(F)F)cn1	101.0	-0.2
CC(=O)N=Nc1c(O)[nH]c2ccc(F)cc12	103.0	0.4
CCNC(=O)CC1C(=O)N(c2ccc(F)cc2)C(=O)N1Cc1ccc(OC)c(OC)c1 (stereo not drawn)	99.0	-0.7
CCOc1ccccc1NC(=O)Cn1c(CC)nc2ccccc21	100.0	-0.6
CCOC(=O)c1c(N)sc(C(=O)NC)c1COC(=O)/C=C/c1cccs1	103.0	0.1
Cc1cc(C)n(-c2nncn2N)n1	97.0	-0.6
C=CCN=C(Cc1ccccc1)C1=C(O)CC(C)(C)CC1=O	99.0	-1.1
NNC(=O)CSc1nc(-c2ccccc2)nc2c1CCCC2	106.0	0.9
COc1ccc(-n2nnc(-c3nc(-c4cccs4)no3)c2N)cc1OC	120.0	0.6
COc1ccc(N(Cc2cccs2)C(=O)COc2ccc(C(C)C)cc2)cc1	105.0	-0.1
CCOC(=O)c1ccc(-n2ccnc2)c(NC(=O)c2ccccc2)c1	103.0	0.7
O=C(CN1C(=O)C2(SCC(=O)N2c2ccccc2)c2ccccc21)NCCc1ccccc1 (stereo not drawn)	106.0	0.1
CCC1S/C(=N\S(=O)(=O)c2ccccc2)N(c2ccccc2)C1=O (stereo not drawn)	106.0	0.4
O=C(NCC(c1ccco1)N1CCCCC1)c1cccs1 (stereo not drawn)	104.0	0.1
CC(O)c1ccc(F)cc1 (stereo not drawn)	102.0	0
COC(=O)c1cc(COC(=O)c2ccc3[nH]c4c(c3c2)CCCC4)oc1C	103.0	0
Cc1ccc2c(CN3c4ccccc4CC3C)cc(=O)oc2c1 (stereo not drawn)	97.0	-0.1
Cc1nn2c(CN(C(=O)c3ccccc3)c3ccccc3)nnc2c2ccccc12	106.0	1.5
Cc1c(C)c2cc3c(c(C)c2oc1=O)OCN(CCc1ccccc1)C3	110.0	0.7
CC(NC(=O)c1ccccc1)c1cccs1 (stereo not drawn)	100.0	-0.4
Cc1ccccc1NC(=O)CN1C(=O)CCn2nc(-c3cccn3C)cc21	113.0	1.8
CCSc1nnc(-c2cccc(S(=O)(=O)N(CC)CC)c2)n1N	103.0	0.3
CCOCCc1nn2c(=O)cc(COC(=O)CNC(=O)c3ccc(F)cc3)nc2s1	113.0	1.3
O=C1CSC(c2ccco2)N1Cc1ccccc1 (stereo not drawn)	97.0	-0.3
CC(C)COc1ccc(/C(=N\O)c2ccccc2)cc1	111.0	1.3
N#C/C(=C\c1ccccc1)C(=O)N1CCCC1	107.0	0
CCOC(=O)c1sc(N)c(C#N)c1COC(=O)c1c(C)nn(-c2ccccc2)c1Cl	44.0	-7.9
Cc1ccc(-c2ccc(CCC(=O)O)n2-c2cccc(C)c2C)cc1	114.0	0.5
CCC(=O)c1ccccc1OCCCSc1ncccn1	104.0	0.9
Cc1cccc(-n2c(SCc3nc(-c4ccccc4C)no3)nnc2-c2ccccc2)c1	113.0	1.3
O=C(O)c1ccc(CSC2CCCCC2)cc1	98.0	-1.2
CCN(CC)S(=O)(=O)c1ccc(/C=C/C(=O)Nc2ccccc2C)cc1	98.0	-1.2
O=C(NCc1ccccn1)C1CCN(C(=O)c2cnn(-c3ccccc3)c2-n2cccc2)CC1	103.0	0.5
CCOc1ccc(CCNC(=O)c2ccc3c(=O)n4c(nc3c2)CCCCC4)cc1	103.0	0.2

# Quoted at random: three entries already listed, in no set order.
SMILES	Polio RdRp inh	Polio RdRp inh FP z-score
COc1ccc(N(Cc2cccs2)C(=O)COc2ccc(C(C)C)cc2)cc1	105.0	-0.1
O=C(c1cnn(-c2ccccc2)c1-n1cccc1)N1CCC(C(=O)N2CCc3ccccc32)CC1	101.0	-0.4
CCOC(=O)c1ccc(-n2ccnc2)c(NC(=O)c2ccccc2)c1	103.0	0.7

# (next part)
SMILES	Polio RdRp inh	Polio RdRp inh FP z-score
CCc1cccc2c(C#N)cn(CC(=O)NCc3ccco3)c12	106.0	0.4
COc1ccc(-c2cc(C(F)(F)F)n3nc(N)nc3n2)cc1	101.0	-0.1
O=C(COc1ccccc1)NCCc1csc(-c2ccc(F)cc2)n1	102.0	-1.2
CCCc1cnc(N2CCN(C(=S)NC)CC2)nc1	99.0	-0.9
CSc1nc2ccc(S(=O)(=O)N3CCCCC3)cc2s1	100.0	-1
CC(C)(C)C(=O)OCC(=O)Nc1ccccc1	100.0	-0.9
CCN(CC)P(=S)(c1ccc(/C=N/NC(N)=O)o1)N(CC)CC	109.0	0.3
Cc1nn(-c2ccccc2)c(Cl)c1CN1CCN(Cc2ccc3c(c2)OCO3)CC1	99.0	-0.4

# Next part, overlapping the part above by 2 compounds.
SMILES	Polio RdRp inh	Polio RdRp inh FP z-score
CCN(CC)P(=S)(c1ccc(/C=N/NC(N)=O)o1)N(CC)CC	109.0	0.3
Cc1nn(-c2ccccc2)c(Cl)c1CN1CCN(Cc2ccc3c(c2)OCO3)CC1	99.0	-0.4
CCc1ccccc1Nc1nn2c(=O)c3ccc(C(=O)NCc4ccccc4Cl)cc3nc2s1	97.0	-1.8
CCc1ccccc1NC(=O)CSc1ncc(S(=O)(=O)c2ccccc2)c(N)n1	108.0	0.5
CCNCC(=O)Nc1cc(C(F)(F)F)ccc1OCCOC	109.0	0.8
Clc1ccc2nc(-c3ccco3)cc(-c3ccccc3)c2c1	101.0	-0.3
Cc1csc(=NC2CCCCC2)n1/N=C/c1ccc(O)c(O)c1O	105.0	0.3
CCOC(=O)CSc1nc(-c2ccc(C)cc2C)cc(-c2ccccc2)c1C#N	101.0	-0.2
CC(=O)Nc1cc2c(C)cc(=O)oc2c2c1OCC2=O	100.0	-0.2
O=C(Oc1c(-c2ccccc2)c(=O)n2c3c(cccc13)CC2)c1ccco1	99.0	-0.2
Cc1csc(-c2cn(C(C)C)c(=O)n(Cc3ccccc3)c2=O)n1	102.0	-0.3
Cc1cc(C(=O)CSc2nnc(N)s2)c(C)n1-c1c(C)n(C)n(-c2ccccc2)c1=O	105.0	0.4
COc1ccccc1Nc1cc(C(=O)NCCCN(C)C2CCCCC2)c2ccccc2n1	104.0	-1
Cc1ccc(C2=NNC3(CCOC(C)(C)C3)S2)cc1 (stereo not drawn)	125.0	2.1
Cc1nc2ccc(S(=O)(=O)NC(C(=O)Nc3nc4ccc(Cl)cc4s3)C(C)C)cc2s1 (stereo not drawn)	104.0	0.8
Cc1ccc(N2CC(NC(=O)C(=O)c3c[nH]c4ccccc34)CC2=O)cc1 (stereo not drawn)	103.0	-0.7
COc1ccc(-c2nn3c(-c4ccc(OC)cc4)nnc3c3ccccc23)cc1	110.0	0.8
CCn1c(=NC(=O)c2ccc(S(=O)(=O)N3CCCCC3)cc2)sc2cccc(OC)c21	101.0	-1.1
Cn1c(=O)nc2n(-c3ccc(Br)cc3)c3cccc(Cl)c3cc-2c1=O	111.0	0.5
CCCC(=O)N=c1sc2c(OC)ccc(OC)c2n1C	96.0	-1.1
CC(C)N(CCC#N)C(=O)Nc1ccccc1	106.0	0.2
Cc1ccc(C(=O)Nc2ccc(CN3CCS(=O)(=O)CC3)cc2)cc1C	108.0	0.5
CCOc1ccccc1NC(=O)C(CC)Sc1nc2ccncc2[nH]1 (stereo not drawn)	98.0	-1.2
CCOC(=O)c1ccc(S(=O)(=O)N2CCN(Cn3cnc4ccccc43)CC2)cc1	104.0	0.4
Cn1c(SCCCn2c(=O)[nH]c3ccccc32)nnc1C(F)(F)F	101.0	-0.2
CCOC(=O)c1c(CNc2cccc(C(N)=O)c2)n(C)c2cc(Br)c(OC(C)=O)cc12	108.0	0.6
CCOc1cccc(CC(=O)N2CCc3c([nH]c4ccccc34)C2c2ccccc2)c1OCC (stereo not drawn)	108.0	0.1
COc1cccc(NC(=O)COC(=O)c2cccc(S(=O)(=O)N(C)C)c2)c1	104.0	0.1
CCOc1ccccc1NC(=O)Cn1c(=O)n(CCC(=O)NCc2ccc3c(c2)OCO3)c(=O)c2ccccc21	108.0	0.7
CCc1ccc2c(c1)-c1ccccc1S(=O)(=O)N2CC(=O)N1CCCCC1	98.0	-1.9
N#CCC1NCCc2ccccc21 (stereo not drawn)	106.0	2
Cc1cccc(OC(C)C(=O)NN)c1C (stereo not drawn)	107.0	0.6
COc1ccc(CNCc2ccc(F)cc2)cc1	100.0	-0.5
COc1ccc(CNC(=O)c2cc3cccc4c3n2CC(C)S4)cc1OC (stereo not drawn)	99.0	-1.5
O=C(c1ccc(COc2ccccc2Br)cc1)N1CCc2ccccc2C1	102.0	0.2
Cc1[nH]c(=O)[nH]c(=O)c1C1N2CC3(C)CN1CC(C)(C2)C3=O (stereo not drawn)	101.0	-0.4
Cc1nc(N2CCCC2)c2c(C(=O)N3CCN(c4ccccc4)CC3)c(C)oc2n1	110.0	0.3
O=C(NC1CCCCC1)C(=S)N1CCCC1	101.0	0.6
CCCCNc1nc2c(S(=O)(=O)c3ccc(C)c(C)c3)nnn2c2ccsc12	110.0	0.5
S=c1nc2[nH]c(=S)[nH]c(=S)c2c(-c2ccco2)[nH]1	46.0	-6
Cc1ccc(C)c(NC(=O)CCCn2nc(C)c3sc4ccccc4c3c2=O)c1	111.0	0.2
CCOC(=O)/C=c1\[nH]c(=O)/c(=C\c2ccc(C)s2)s1	163.0	9
CCCC1c2cccn2CCN1C(=O)NC1CCCCC1 (stereo not drawn)	100.0	-0.5
O=C(c1ccccc1C(F)(F)F)N1CCc2ccccc21	106.0	0.3
COc1ccc(NC(=O)CCN2CCN(S(=O)(=O)c3cc(Cl)ccc3OC)CC2)cc1	99.0	-0.1
O=C(NCc1ccco1)c1ccccc1N(Cc1ccccc1)S(=O)(=O)c1ccccc1	106.0	0.3
O=C(OCc1ccccc1Cl)c1ccc(-c2nnn(Cc3ccccc3Cl)n2)cc1	103.0	0
COc1ccccc1CN(Cc1c(Cl)cccc1Cl)S(=O)(=O)c1ccc(Br)cc1	110.0	0.5
CCOC(=O)C1CCCN(C(=O)CCCN2C(=O)CSc3ncccc32)C1 (stereo not drawn)	104.0	0.8
Cc1cc(C)n(-c2ccc(C(=O)OCc3nc4ccccc4[nH]3)cc2)n1	97.0	-0.5
O=C(COC(=O)c1ccc2c(c1)S(=O)(=O)N=C1CCCCCN12)Nc1cccc2nsnc12	98.0	-0.7
O=C(c1ccccc1)C12CN3CN(CN(C3)C1)C2	102.0	0.1
CC(=O)N1CC(C)Oc2ccc(S(=O)(=O)Nc3ccc(Cl)cn3)cc21 (stereo not drawn)	99.0	-1.2
CC1(c2ccccc2)NC(=O)NC1=O (stereo not drawn)	103.0	0.2
O=C(NCc1ccc2c(c1)OCO2)c1ccc2c(c1)N(Cc1cccc(Cl)c1)C(=O)c1ccccc1S2	110.0	0
CCCc1nc2ccccc2n1CC(=O)N(CC)C1CCCCC1	102.0	-0.2
O=C(CSc1nc2ccccc2c(=O)[nH]1)c1ccc(-c2ccccc2)cc1	104.0	-0.1
O=C(Nc1ccccc1)Nc1csc(-c2ccc(C(F)(F)F)cc2)n1	102.0	-0.2

# Additional results follow.
SMILES	Polio RdRp inh	Polio RdRp inh FP z-score
O=C(Nc1ccccc1C(=O)NCCCN1CCCC1)C1=CSCCO1	102.0	0.9
N#Cc1nc2c(C#N)c3ccc4ccccc4n3c2nc1C#N	50.0	-10.1
CCc1ccc2[nH]c(C(=O)NCCc3ccccc3)cc2c1	102.0	-0.3
O=C(CCc1ccccc1)Nc1nn2c(-c3ccccc3)nnc2s1	105.0	0.9
CC(=O)SC(C)CC(=O)Nc1ccccc1 (stereo not drawn)	99.0	0
CNCc1cn2cc(Cl)ccc2n1	101.0	0
CCOC(=O)C1=C(CN2CCN(c3cccc(Cl)c3)CC2)NC(=O)NC1c1ccc(Cl)cc1 (stereo not drawn)	107.0	0
CCc1ccc(NC(=O)c2cc(C(C)=O)n3ccccc23)cc1	106.0	0
O=C1CSCc2ccccc21	101.0	-0.1
CC(C(=O)N1CCc2ccccc21)N1CCN(S(=O)(=O)/C=C/c2ccccc2)CC1 (stereo not drawn)	106.0	0.5
COC(=O)c1sc(S(=O)(=O)Nc2ccc3cn[nH]c3c2)c(C(=O)OC)c1C	97.0	-1.5
CCn1c2ccccc2c2cc(NC(=O)c3cc4cc5cc(OC)ccc5nc4o3)ccc21	100.0	-0.1
COc1cccc(-c2nc(CS(=O)(=O)CC(=O)NCCc3ccc(OC)c(OC)c3)c(C)o2)c1	108.0	0.4
O=C(Nc1cccc(C(F)(F)F)c1)/C(=C\c1cccnc1)NC(=O)c1cccs1	103.0	0.3
Cc1cccc(NC(=O)C(Cc2ccccc2)N2Cc3ccccc3C2=O)c1C (stereo not drawn)	105.0	-0.7
CC1(C)CC(CCN)(c2ccccc2)CCO1 (stereo not drawn)	103.0	0.2
CCCCc1ccc(Nc2nc3cc(Cl)ccc3o2)cc1	119.0	2.3
Cc1cc(C)cc(NC(=O)CCCN2C(=O)COc3ccc(C)cc32)c1	101.0	-2
Cc1ccccc1-c1nnc(SC(C)C(=O)Nc2ccc3c(c2)OCO3)n1C (stereo not drawn)	102.0	0.1
O=C(NC(=S)NCc1cccnc1)c1ccc2c(c1)OCO2	97.0	-1
CNc1nc(C)c(C(C)(C)C)s1	103.0	0.3
CCn1cc(C(=O)c2ccccc2)c2ccccc21	101.0	0.1
